MITF primary – blocks human microphthalmia-associated transcription factor | O75030 | AlphaScreen MITF homodimerization, bead proximity signal | inhibition, % at 2.6 µM | 650,000 compounds, 0.91% hits; in the data active = inhibition above about 50%;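 also: 0% = vehicle wells with protein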
TEAD-YAP block – TEAD-YAP interaction inhibition; 640,000 compounds, 1.4% hits; inhibition, % at 9.12 µM; HEK-TIYL cells, TEAD-Gal4/YAP UAS-luciferase luminescence; in the data active = inhibition above about 32%;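 also: 0% = median of test compound wells and 100% = reference inhibitor wells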
FBW7 act – activators of human E3 ligase FBW7; AID 1259310; Q969H0; AlphaScreen FBW7–phospho-cyclin E peptide binding, activator screen; normalized activity (activation), % at 26.1 µM; 650,000 compounds, 0.13% hits; in the data active = normalized activity above about 1.9%;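 also: purified mutant Fbw7 with reduced substrate affinity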
Target sequence (Q969H0 whole entry, looked up): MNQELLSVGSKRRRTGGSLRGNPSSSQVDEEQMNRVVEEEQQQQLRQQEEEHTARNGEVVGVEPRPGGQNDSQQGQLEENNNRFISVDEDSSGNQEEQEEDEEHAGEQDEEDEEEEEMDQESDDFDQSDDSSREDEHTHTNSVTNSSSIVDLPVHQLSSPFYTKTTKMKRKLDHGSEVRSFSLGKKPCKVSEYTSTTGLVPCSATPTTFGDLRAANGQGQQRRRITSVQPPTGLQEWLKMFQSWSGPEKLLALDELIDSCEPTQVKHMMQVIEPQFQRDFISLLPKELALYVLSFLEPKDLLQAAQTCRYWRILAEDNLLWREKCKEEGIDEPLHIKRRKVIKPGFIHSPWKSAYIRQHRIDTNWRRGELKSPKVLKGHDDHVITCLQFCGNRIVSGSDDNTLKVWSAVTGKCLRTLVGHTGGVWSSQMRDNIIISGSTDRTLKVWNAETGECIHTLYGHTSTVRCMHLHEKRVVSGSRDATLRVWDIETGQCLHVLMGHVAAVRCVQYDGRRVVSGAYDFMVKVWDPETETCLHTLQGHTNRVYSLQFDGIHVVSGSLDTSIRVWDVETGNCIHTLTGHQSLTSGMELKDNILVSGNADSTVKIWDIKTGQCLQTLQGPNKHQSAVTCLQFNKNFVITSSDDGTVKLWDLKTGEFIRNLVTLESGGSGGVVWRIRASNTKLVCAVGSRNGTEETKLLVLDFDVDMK
GPR151 activ – activators of human GPR151. Q8TDV0. PathHunter beta-arrestin GPR151 cells, luminescence. activation, % at 11.2 µM. 650,000 compounds, 1% hits. AID 1508602; in the data active = activation above about 4.9%;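 also: 0% = median of compound wells and 100% = cells with positive control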
Target sequence (Q8TDV0 whole entry, looked up): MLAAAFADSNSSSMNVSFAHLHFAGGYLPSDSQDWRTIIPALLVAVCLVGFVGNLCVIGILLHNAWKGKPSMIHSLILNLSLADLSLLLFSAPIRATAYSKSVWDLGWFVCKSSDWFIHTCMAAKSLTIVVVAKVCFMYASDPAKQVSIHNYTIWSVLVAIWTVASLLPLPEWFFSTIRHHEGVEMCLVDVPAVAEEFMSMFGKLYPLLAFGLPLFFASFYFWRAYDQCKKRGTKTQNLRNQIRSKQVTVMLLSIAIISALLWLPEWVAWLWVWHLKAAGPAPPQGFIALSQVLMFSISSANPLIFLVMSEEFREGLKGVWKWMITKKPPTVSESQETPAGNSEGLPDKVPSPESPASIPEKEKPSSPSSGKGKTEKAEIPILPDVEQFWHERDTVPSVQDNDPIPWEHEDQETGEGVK
* hit, by the source's call; & = joins results of further samples.

SMILES	MITF primary	TEAD-YAP block	FBW7 act	GPR151 activ
O=C(O)c1cccnc1SC1CC(=O)N(c2ccc(N3CCCCC3)cc2)C1=O (stereo unspecified)	2	8	0.0	0.7
NC(=O)N/N=C/c1cn(-c2ccccc2)nc1-c1ccc(F)cc1	-15	-5	0.0	-1.2
Cc1ccc(S(=O)(=O)N2CCCC(C(=O)N(C)c3ccccc3)C2)cc1 (stereo unspecified)	-14	14	0.0	0.8
COc1ccccc1C1Nc2cc(C(C)(C)C)cc(C(C)(C)C)c2O1 (stereo unspecified)	11	-4	0.2	-0.5
CCCCCNC(=O)C(NS(=O)(=O)c1ccc(I)cc1)C(C)C (stereo unspecified)	15	1	0.0	-0.8
O=C(NCc1ccco1)c1cc(Cl)ccc1Cl	13	-3	0.0	-0.5
CN(C)C1(CNC(=O)c2ccc3c(=O)[nH]c(CN4CCOCC4)nc3c2)CCCCC1	1	-4	-0.1	-1.5
CCOC(=O)C1=C(C)N=c2s/c(=C\c3cc(Br)c(OC)cc3OC)c(=O)n2C1c1ccc(Cl)cc1 (stereo unspecified)	9	0	0.2	-3.1
CNC(=O)OC12CC3CC(C)(CC(C)(C3)C1)C2	10	4	-0.2	-0.7
Nc1ccc(Sc2nc3ccccc3s2)cc1	2	-48	0.0	-1.5

Next part, starting with the last two of the part before.
SMILES	MITF primary	TEAD-YAP block	FBW7 act	GPR151 activ
CNC(=O)OC12CC3CC(C)(CC(C)(C3)C1)C2	10	4	-0.2	-0.7
Nc1ccc(Sc2nc3ccccc3s2)cc1	2	-48	0.0	-1.5
COc1ccc(OCC(=O)NC2CCS(=O)(=O)C2)cc1 (stereo unspecified)	12	-9	1.0	-1.1
Cc1ccccc1-c1nnc(SCC(=O)N2CCOCC2)n1C	16	0	0.3	-0.4
Cc1nnnn1/C(=C/c1ccccc1)C(=O)O	-13	5	-0.2	0.1
Cc1ccc(N2CC(O)(c3ccc(F)cc3)[N+]3=C2CCCC3)cc1 (stereo unspecified)	0	0	0.2	0.1
CCOc1ccc(Br)cc1C(=O)N/N=C/c1ccco1	19	7	0.6	0.0
COc1ccc(C(=O)Oc2ccc(/C=C3/C(=N)N4OC(C)=CC4=NC3=O)cc2)cc1	2	3	-0.2	-0.7
COc1ccc2cc3cc(C(=O)N4CCCC4)oc3nc2c1	-2	-5	-0.2	-4.3
COc1cccc(OCC(=O)Oc2c(Br)cc(Br)cc2Br)c1	0	3	-0.1	-0.4
N#CC(C(=O)Nc1cccc2ccccc12)=C1CCCC1	3	5	0.1	3.3
Cc1nn2cc(CNC(=O)CCc3nnc(CCCCc4ccccc4)o3)nc2s1	-3	4	0.2	-0.5
CCOc1ccccc1C1C(C#N)=C(SCC(=O)Nc2ccc(C(C)=O)cc2)NC2=C1C(=O)CCC2 (stereo unspecified)	-6	5	-0.2	0.8
COc1cccc(CNc2ccc(S(N)(=O)=O)cc2)c1OC	-15	8	-0.1	2.0
COc1ccc(C2NCCc3c2[nH]c2ccccc32)cc1CN1CCc2cc(OC)c(OC)cc2C1C (stereo unspecified)	-6	0	-0.1	1.4
O=C(c1ccccc1)c1ccc(N2CCOCC2)c(NC(=O)c2ccco2)c1	3	15	-0.1	0.6
O=C(NCc1ccccc1)c1ccc(CNc2c(N3CCCC3)c(=O)c2=O)cc1	-8	2	-0.1	-1.0
Cc1ccc2oc(-c3ccc(C)c(NC(=O)c4ccccc4)c3)nc2c1	-7	-11	0.1	0.3
CCC(=O)NC(c1ccco1)c1ccc2cccnc2c1O (stereo unspecified)	70*	27	-1.8	-1.7
Cc1ccc(-n2c(=S)[nH]c3sc4c(c3c2=O)CC(C)(C)OC4)cc1	-7	-3	-0.1	-0.6
CC1(C)CC2CC(C)(CN2C(=O)C2CCN(S(=O)(=O)c3ccccc3[N+](=O)[O-])CC2)C1 (stereo unspecified)	2	13	0.8	0.8
O=C1c2cccc([N+](=O)[O-])c2C(=O)N1c1ccc(Cl)cn1	1	5	0.1	0.2
COc1cccc(-c2cc(C(=O)Nc3cc(C)on3)on2)c1	7	-7	0.1	0.4
CCCCc1nc(SCC(=O)Nc2nc(-c3ccccc3)cs2)n[nH]1	16	-30	1.1	-0.9
O=C(COc1cc(Cl)c(Cl)cc1Cl)N/N=C/c1ccncc1	-11	-8	-0.1	-0.4
C/C(=N\NC(=O)CCc1ccccc1)c1ccc2ccccc2c1O	12	4	0.0	0.7
CCNC(=S)NNC(=O)/C=C/c1ccc(OC(F)F)c(OC)c1	-8	0	-0.1	-1.7
CC1(Cc2cccc(C#N)c2)C(=O)Nc2ccc(-c3cccnc3)cc21 (stereo unspecified)	25	45*	0.1	0.8
CCOC(=O)c1c(NC(=O)CN2CC(C)OC(C)C2)sc2c1CCCC2 (stereo unspecified)	-8	-2	-0.1	-0.8
COc1ccc(Nc2ncnc3nc[nH]c23)cc1OC	-1	-13	-0.1	-0.1
O=C(CSc1nnc(COc2ccc(C3CCCCC3)cc2)n1-c1ccccc1)c1ccc(Br)cc1	-7	-1	-0.2	1.2
COc1cc(OC)nc(Oc2cc(/C=N/O)ccc2OC)n1	-12	8	-0.1	-0.5

Look-ups from above:
CCCCc1nc(SCC(=O)Nc2nc(-c3ccccc3)cs2)n[nH]1 in GPR151 activ is listed with -0.9
CCOC(=O)c1c(NC(=O)CN2CC(C)OC(C)C2)sc2c1CCCC2 (stereo unspecified) in FBW7 act is listed with -0.1
COc1ccc(Nc2ncnc3nc[nH]c23)cc1OC in TEAD-YAP block is listed with -13
CC1(Cc2cccc(C#N)c2)C(=O)Nc2ccc(-c3cccnc3)cc21 (stereo unspecified) in TEAD-YAP block is listed with 45*

Further compounds
SMILES	MITF primary	TEAD-YAP block	FBW7 act	GPR151 activ
COc1ccc(CCN(C)C(=O)CSc2nncs2)cc1OC	5	6	0.4	-1.1
Cc1ccccc1NC(=O)CC1SC(=NC(C)C)N(C(C)C)C1=O (stereo unspecified)	18	0	0.0	0.2
NC(=O)c1ccsc1NC(=O)COC(=O)CNC(=O)CC12CC3CC(CC(C3)C1)C2	1	12	-0.1	-1.0
CC1(C)c2ccccc2N(CC(=O)NCc2ccccc2)C12C=Cc1cc([N+](=O)[O-])ccc1O2 (stereo unspecified)	3	3	-0.3	0.0
O=C(NCc1ccccc1)c1ccc2c(=O)n(-c3cc(C(F)(F)F)ccc3Cl)c(=S)[nH]c2c1	0	-7	-0.1	1.1
CC(C)NCC(O)c1ccc(O)c(O)c1 (stereo unspecified)	2&24&-26&9	-12&-1	-0.1&-0.2&-0.3&-0.1	0.2&-0.2&-2.3&-2.6
COc1ccc(S(=O)(=O)CCC(=O)NCc2ccc(F)cc2)cc1	5	-4	0.5	2.9
O=C(CCc1ccccc1)Nc1nn[nH]n1	-10	2	-0.2	1.3
COc1ccc(S(=O)(=O)NCC(c2ccc3c(c2)CCCN3C)N(C)C)c(OC)c1 (stereo unspecified)	17	5	0.0	1.0
Fc1ccc(Nc2nnnc3c2cnn3-c2ccccc2)cc1Cl	15	-47	0.1	-8.9
COCCNC(=O)c1cc2cc(Br)cc(Br)c2oc1=O	12	2	-0.1	-1.4
O=S(=O)(NC1CCCCC1)c1ccc(S(=O)(=O)n2cnc3ccccc32)cc1	-7	-1	-0.1	3.4
Cc1cc(NS(=O)(=O)c2ccc([N+](=O)[O-])cc2)cc(C)c1O	8	4	0.0	2.2
Cc1ccc(N(C(C)C(=O)Nc2ccc(Br)c(C)c2)S(C)(=O)=O)cc1 (stereo unspecified)	7	1	-0.1	1.5
CC(C)(CNS(=O)(=O)c1ccc(Cl)cc1)OCc1ccccc1	28	1	0.2	-0.6
CCCCOC(=O)CSC1=C(C#N)C(c2ccco2)C(C(=O)Nc2ccccc2)=C(C)N1 (stereo unspecified)	-4	-10	0.0	0.4
CCS(=O)(=O)N1CCN(S(=O)(=O)c2ccc(Cl)cc2)CC1	5	6	-0.1	-0.8
CCOc1ccc2nc(NC(NC(=O)CC)(C(F)(F)F)C(F)(F)F)sc2c1	-14	-8	-0.1	-0.8
CC(=O)NCCNS(=O)(=O)c1ccc(OC(F)(F)F)cc1	-5	-11	0.1	-0.8
FC(F)(F)c1cccc(CNc2nc(-c3ccccc3)nc3nc[nH]c23)c1	-4&2	4&4	0.0&0.1	-0.6&-0.5
O=[N+]([O-])c1cccc(-c2ccncc2)c1	1	2	-0.1	0.8
COC(=O)/C(=C/c1cccc([N+](=O)[O-])c1)NC(=O)c1ccc(Br)o1	3	-11	-0.3	0.8
O=C(Nc1nccs1)C1C2CCCCC21 (stereo unspecified)	-4	-11	-0.2	-0.3
Cc1nn(CC(=O)Nc2ccc(Cl)cc2Cl)c(C)c1[N+](=O)[O-]	-8	-8	-0.2	0.6
COc1ccc(C2C(C(=O)N3CCCCC3)=C(C)NC3=C2C(=O)CC(C)(C)C3)cc1OC (stereo unspecified)	11	13	0.6	1.0
O=C1N(Cc2cccc(Cl)c2)C[C@@H]2C[C@@H](c3cccc(OCCO)c3)N3CCC[C@@]123	-10	8	-0.3	-1.6
Cc1ccc2nc(-c3ccc(NC(=O)CC4OCCN(C)C4=O)cc3)sc2c1 (stereo unspecified)	6	-31	-0.3	1.1
CCCCCOC(=O)C1=C(C)N(C)C(=O)NC1c1cc2c(cc1Br)OCO2 (stereo unspecified)	8	3	0.0	-0.3
Cc1cc(Nc2ccc(O)cc2)c2cccc(C)c2n1	27	-15	0.9	-2.4
N#Cc1ccccc1COc1ccc(C=O)cc1	-21	-15	0.8	-1.7
CCCCOc1ccc(NC(=O)CSc2nc3ccc(NC(=O)c4ccc(C)cc4)cc3s2)cc1	2	-12	0.1	0.4
CC(C)CC(=O)Nc1ccc(I)cc1C(F)(F)F	-10	4	0.1	1.8
O=C(Nc1nc2c(s1)CCC2C(=O)NCc1ccc(F)cc1)c1ccc(F)cc1 (stereo unspecified)	0	-11	0.2	0.2
Cc1n[nH]c(C)c1Cc1ccc(C(=O)O)o1	12	4	0.1	0.1
NC(=O)COc1ncnc2scc(-c3ccc(Cl)cc3)c12	-7	2	-0.2	0.6
CC(C)N1CC(C(=O)Nc2ccc(Br)cc2)CC1=O (stereo unspecified)	15	-5	-0.1	-0.6
CCOc1ccc2sc(C=NCCCOC)c(O)c2c1	5	-31	-0.1	1.7
O=C(Cc1ccc(Cl)cc1)Nc1cccc(C(=O)Nc2ccccc2C(=O)O)c1	4	0	0.1	-1.6
COC(=O)NNC(=O)Cc1ccsc1	7	7	0.3	0.7
Cc1ccc(N2C(=O)/C(=C/c3ccc(O)cc3)C(=O)NC2=S)cc1	-5	-5	-0.2	-1.4
COc1ccccc1CNc1ncnc2sc(C)c(C)c12	-1	2	0.1	1.5
COc1ccc2c(c1)CC(C(=O)Nc1cc3cc(-c4ccncc4)ccc3cn1)CO2 (stereo unspecified)	-9	59*	-0.1	-1.7
COc1ccc(CCNC(=O)CC2CCCCC2)cc1OC	-4	7	-0.1	-0.8
CC(C)C(=O)N1CCN(c2ccc(NC(=O)COc3ccccc3)cc2Cl)CC1	10	13	-0.1	0.0
COc1ccc(C2CC(c3cccs3)=NN2C(=O)CN2CCOCC2)cc1 (stereo unspecified)	20	-1	1.3	-1.2
Cc1nc(CSC(=S)N2CCCCC2)cs1	-4	-34	0.0	0.2
Cc1ccc(C(C)C)c(OCc2n[nH]c(=S)n2C)c1	2	2	0.1	0.4
O=C(CN(Cc1ccc(Br)cc1)S(=O)(=O)c1ccccc1)N1CCCC1	22	3	0.1	1.1
Cc1ccc2oc(=O)c3cc(C(=O)NCCCN4CCN(C)CC4)sc3c2c1	13	1	0.3	0.6
C/C(=N\NC(=S)NC(C)C)c1ccc(C#N)cc1	-2	0	0.0	-1.1

Record cards, from the list above:
O=C(CSc1nnc(COc2ccc(C3CCCCC3)cc2)n1-c1ccccc1)c1ccc(Br)cc1 is listed as MITF primary = -7; TEAD-YAP block = -1; FBW7 act = -0.2; GPR151 activ = 1.2
CCS(=O)(=O)N1CCN(S(=O)(=O)c2ccc(Cl)cc2)CC1 is listed as MITF primary = 5; TEAD-YAP block = 6; FBW7 act = -0.1; GPR151 activ = -0.8
COc1ccc(C2CC(c3cccs3)=NN2C(=O)CN2CCOCC2)cc1 (stereo unspecified) is listed as MITF primary = 20; TEAD-YAP block = -1; FBW7 act = 1.3; GPR151 activ = -1.2

More records follow:
SMILES	MITF primary	TEAD-YAP block	FBW7 act	GPR151 activ
Cc1cc(NNc2ccccc2)nc2ccccc12	18	-41	-0.5	1.2
CC(C)(C)C(=O)COC(=O)c1cccc(S(=O)(=O)Nc2ccccc2F)c1	-19	-5	-0.1	-0.9
NC(=O)c1ccccc1NC(=O)c1ccccc1Cl	3	4	0.2	0.9
CS(=O)(=O)N(CC(=O)Nc1ccc(S(=O)(=O)N2CCCC2)cc1)c1ccccc1	-3	-1	0.0	0.1
Cc1c(Cl)c([N+](=O)[O-])nn1CC(=O)Nc1sc2c(c1C#N)CCCCC2	-2	-13	-0.1	-0.3
COc1ccc(NC(=O)N2c3ccccc3Sc3ccccc32)cc1Cl	6	-7	0.0	-0.5
CC(=O)Oc1c(Cl)cc(N(C(C)=O)S(=O)(=O)c2cccc([N+](=O)[O-])c2)cc1Cl	17	-11	0.0	-0.2
COCC1OC(O)C(OC)C(OC)C1OC (stereo unspecified)	12	12	0.2	-0.5
N[C@@H]1CC[C@@H](C(=O)Nc2ccc3[nH]ncc3c2)C1	18	6	0.7	-1.3
O=C(Cn1cnc([N+](=O)[O-])n1)c1ccc(O)c(O)c1	42	-9	0.0	-0.4
Cn1c(=O)cc(OCCCC(=O)N2CCOCC2)c2ccccc21	3	-4	-0.3	0.4
O=c1cc(-c2ccccc2[N+](=O)[O-])nc(-c2ccco2)o1	-4	-1	-0.1	7.3*
O=C(/C=C\c1cccc(N2C(=O)C3C4C=CC(C4)C3C2=O)c1)c1ccccc1 (stereo unspecified)	24	14	0.0	-0.6
